Source: PubChem (Sanford-Burnham Center for Chemical Genomics)
SENP7 block – inhibitors of human SENP7 protease; recombinant SENP7, Z-RLRGG-aminoluciferin luminescence, 40 min; inhibition, % at 5 µM; actives 1.5% (n = 330,000);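 active = inhibition above about 50% at the single test dose, limit read from the data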;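 note: plate controls were DMSO with enzyme for no effect and no enzyme buffer wells for full effect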
Target sequence (Q9BQF6 706-1050 limits assumed): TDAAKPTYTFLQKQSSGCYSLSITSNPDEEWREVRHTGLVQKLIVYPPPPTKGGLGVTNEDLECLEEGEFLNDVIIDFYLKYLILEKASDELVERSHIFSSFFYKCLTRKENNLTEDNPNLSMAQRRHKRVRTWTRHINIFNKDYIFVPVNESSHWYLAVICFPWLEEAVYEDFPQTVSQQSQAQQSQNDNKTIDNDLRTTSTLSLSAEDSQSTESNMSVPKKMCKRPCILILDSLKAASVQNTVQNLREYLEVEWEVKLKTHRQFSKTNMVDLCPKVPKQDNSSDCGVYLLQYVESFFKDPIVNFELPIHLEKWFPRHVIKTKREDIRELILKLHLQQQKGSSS
SENP8 block-1 – blocks human SENP8 cleavage of Nedd8 substrate. recombinant SENP8, Nedd8 substrate fluorescence. inhibition, % at 20 µM. actives 0.64% (n = 360,000). AID 602440; in the data active = inhibition mostly above about 40%, no sharp cut-off; inactive = mostly below about 27%
Target sequence (Q96LD8 whole entry, looked up): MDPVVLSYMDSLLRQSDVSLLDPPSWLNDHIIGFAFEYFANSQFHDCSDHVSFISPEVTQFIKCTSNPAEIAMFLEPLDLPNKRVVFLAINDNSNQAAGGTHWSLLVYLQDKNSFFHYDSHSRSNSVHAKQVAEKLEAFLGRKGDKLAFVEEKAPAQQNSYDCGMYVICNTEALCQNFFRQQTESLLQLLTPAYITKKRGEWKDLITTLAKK
SENP1 FRET inh – blocks the human SENP1 SUMO protease catalytic domain. Q9P0U3. recombinant SENP1 catalytic domain, CyPet-SUMO1-YPet FRET cleavage. inhibition, % at 10 µM. actives 0.21% (n = 360,000);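 active = inhibition at least 30% at 10 µM, raw YFP signal under a set limit, fluorescence ratio 0.5 to 1.5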;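 note: 0% = enzyme with DMSO and 100% = no enzyme wells; some results filed as inactive read as strong as hits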
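Test system: hSENP1 catalytic domain, recombinant; Amount: 20 pM final SENP1 enzyme; Medium: Tris pH 8 buffer plus EDTA, NaCl, BME, BSA, NP40, catalase; Schedule: 50 min enzyme reaction, room temperature, light-protected; Technique: FRET fluorescence in CFP and YFP emission channels; Controls: no-enzyme wells low, DMSO-plus-enzyme wells high control.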
SENP8 block-2 – SENP8 protease inhibition; purified SENP8, Z-RLRGG-aminoluciferin cleavage, luminescence; inhibition, % at 10 µM; actives 1.2% (n = 330,000); AID 2540; in the data active = inhibition above about 50%
HKDC1 inh – blocks human hexokinase HKDC1 activity; Q2TB90; recombinant HKDC1, G6PDH/diaphorase resazurin coupled fluorescence; inhibition, % at 20 µM; actives 0.16% (n = 340,000); AID 493160;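 active = inhibition above about 35% when tested at 20 µM, limit read from the data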;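 note: plate controls were DMSO wells with enzyme for no effect and DMSO wells lacking enzyme for full effect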
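Test system: Recombinant HKDC1 (HK5) hexokinase enzyme, produced in-house | Input: HKDC1 at 5 µg/mL | Buffer or medium: Tris pH 8.0 buffer with MgCl2, Tween-20, BSA, BME | Schedule: 90 min reaction incubation at room temperature, dark | Technique: Resazurin-to-resorufin fluorescence via G6PDH and diaphorase coupling, 525/613 nm | Controls: DMSO wells with and without enzyme mix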
PfGluPho inh – PfG6PD (Plasmodium falciparum) enzyme inhibition. PfGluPho enzyme, NADPH resazurin-diaphorase fluorescence. inhibition, % at 20 µM. actives 0.78% (n = 350,000);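 active = inhibition reaching at least a set limit at 20 µM in the primary screen, cut at about 59% in these data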;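 note: 0% = DMSO wells with substrate and 100% = DMSO wells lacking glucose-6-phosphate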
Apaf1 inhib – inhibitors of human Apaf-1 apoptosome | reconstituted apoptosome caspase-3 activity, DEVD-Rh110 fluorescence | inhibition, % at 20 µM | actives 0.71% (n = 330,000); active = inhibition of at least 40% at 20 µM;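 note: plate controls were DMSO wells for no effect and DEVD-CHO caspase inhibitor wells for full effect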
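System: Apoptosome proteins | Medium: Hepes pH 7.5 with detergent and BSA | Also added: Cytochrome c trigger plus (Z-DEVD)2-Rh110 caspase-3 substrate | Incubation: 30 min compound preincubation, 50 min activation, room temperature | Detection: Rhodamine 110 fluorescence at Ex 480/Em 540 nm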
SENP6 block – inhibitors of human SENP6 protease; Q9GZR1; Recombinant SENP6 catalytic domain, aminoluciferin luminescence; inhibition, % at 10 µM; actives 1.8% (n = 330,000); AID 2599;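 active = inhibition above about 50% at the single tested dose, limit read from the data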;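 note: plate controls were DMSO wells with enzyme for no effect and DMSO wells lacking enzyme for full effect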
Target sequence (Q9GZR1 628-1112 limits assumed): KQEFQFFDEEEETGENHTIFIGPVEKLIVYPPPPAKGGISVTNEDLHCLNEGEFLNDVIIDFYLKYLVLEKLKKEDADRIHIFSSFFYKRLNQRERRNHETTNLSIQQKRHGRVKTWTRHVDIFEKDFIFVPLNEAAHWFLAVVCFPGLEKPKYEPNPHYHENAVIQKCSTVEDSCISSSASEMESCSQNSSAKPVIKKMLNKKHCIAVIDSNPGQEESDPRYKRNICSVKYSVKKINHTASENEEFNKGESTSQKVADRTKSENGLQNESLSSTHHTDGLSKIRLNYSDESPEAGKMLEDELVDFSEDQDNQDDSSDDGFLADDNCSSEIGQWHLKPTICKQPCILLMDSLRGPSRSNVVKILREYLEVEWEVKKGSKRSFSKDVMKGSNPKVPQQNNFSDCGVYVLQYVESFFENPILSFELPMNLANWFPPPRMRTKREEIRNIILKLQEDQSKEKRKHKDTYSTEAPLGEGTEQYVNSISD
Starred values were filed as active, the others as inactive; i = inactive; x = not tested or not shown.

SMILES	SENP7 block	SENP8 block-1	SENP1 FRET inh	SENP8 block-2	HKDC1 inh	PfGluPho inh	Apaf1 inhib	SENP6 block
COc1ccccc1CCNC(=O)c1ccc(NC(=O)CC2SC(N3CCCCC3)=NC2=O)cc1 (stereo unspecified)	-1	22	1	-1	-2	-6	-2	0
Cc1oc(-c2ccc(Cl)cc2)nc1CS(=O)CC(=O)NCCCN(C)C1CCCCC1 (stereo unspecified)	0	20	2	1	-7	-11	2	3
Cc1ccc(-n2c(Cc3cccs3)nnc2SCC(=O)Nc2ccc(F)c(F)c2)cc1	1	4	1	6	-11	7	10	6
COc1ccc(C(C)=O)cc1Cn1c(=O)cc(C)[nH]c1=O	1	2	1	-3	-2	0	3	-1
CCOc1ccc(N(C)S(=O)(=O)c2cc(-c3cc(C)no3)ccc2CC)cc1	-2	8	2	3	2	3	16	7
COc1cccc(NC(=O)CN(C)C(=O)c2c(C)nn(CC(C)C)c2Cl)c1	9	-2	-1	1	-6	-8	5	10
CCc1sc(C(=O)N2CCN(c3ccc(F)cc3)CC2)cc1C	2	8	1	-1	-3	13	21	-5
C#CCOCCOCCOCCNc1nc(N2CCN(C(=O)C([C@@H](C)O)n3cc([C@@H](N)CCCCN)nn3)CC2)nc(N2CCN(C(=O)[C@H](CC(N)=O)n3cc(C(N)[C@@H](C)CC)nn3)CC2)n1 (stereo partly specified)	-8	22	-2	13	0	-1	0	24
O=C(N/N=C\c1ccccc1OCc1ccccc1)c1ccco1	-7	2	4	-11	-2	-11	8	-14
CC(Cc1ccccc1)Nc1ncnc2c1ncn2C1OC(CO)C(O)C1O (stereo unspecified)	5	10	-3	1	-6	15	-2	2
COCc1cc(C)n(CC(=O)NCc2ccccc2)c(=O)c1C#N	3	-356	0	4	2	-12	-14	-4
Cc1nn2c(-c3ccncc3)nnc2c2ccccc12	8	-2	0	-5	-7	0	74*	-6
CS(=O)(=O)c1nc(-c2cccs2)cc(C(F)(F)F)n1	9	x	x	2	x	x	11	13
O=C(N/C(=C\c1cn(-c2ccccc2)nc1-c1ccc(Cl)cc1)C(=O)N1CCOCC1)c1ccccc1	5	x	x	5	x	x	-11	5
C=CCSc1ncnc2c1oc1nc3c(cc12)COC(C)(C)C3	-7	-1	-3	-5	0	3	-16	-6
CC(C)Oc1ccc(CN2CCCC(CO)(Cc3ccccc3)C2)cc1CO (stereo unspecified)	-2	22	-7	6	-2	-3	0	-4
CN(C)c1ccc(/C=C(\NC(=O)c2ccccc2)C(=O)NCCN2CCOCC2)cc1	0	-50	5	2	-7	14	5	-4
Cc1ccc(OCc2nnc(SC3CCc4ccccc4C3=O)n2C)cc1 (stereo unspecified)	-1	-81	-2	-10	8	17	17	17
CCn1c(SCC(=O)C(C)(C)C)nnc1-c1cnccn1	-6	-19	0	-9	-6	-1	-8	-10
COc1ccc(/C(C)=N/NC(=O)CNC(=O)c2ccncc2)c(OC)c1	-19	0	0	-5	1	-7	-4	-4

Brought forward from above: two compounds, followed by the next part.
SMILES	SENP7 block	SENP8 block-1	SENP1 FRET inh	SENP8 block-2	HKDC1 inh	PfGluPho inh	Apaf1 inhib	SENP6 block
CCn1c(SCC(=O)C(C)(C)C)nnc1-c1cnccn1	-6	-19	0	-9	-6	-1	-8	-10
COc1ccc(/C(C)=N/NC(=O)CNC(=O)c2ccncc2)c(OC)c1	-19	0	0	-5	1	-7	-4	-4
CCC(=O)OCOc1ccc(/C=C2/CCC(CN(C)C)C2=O)cc1 (stereo unspecified)	x	16	1	x	2	84*	x	x
O=C(N/N=C/c1cccc([N+](=O)[O-])c1)c1cnccn1	14	17	-1	-2	12	4	2	0
N#Cc1cccc(C#N)c1Oc1ccc(N)cc1	4	-12	3	-3	0	0	-20	-5
COc1cccc(CN2CC(C(=O)N3CCCCCC3)CCC2=O)c1 (stereo unspecified)	-6	-7	1	-2	-5	-1	-11	-7
COC(=O)c1ccccc1NC(=O)C1CCN(C(=O)c2ccc(OC)cc2)CC1	2	1	0	5	-2	-8	-2	-10
COc1ccc(CCn2c(=O)[nH]c3cc(C(=O)N4CCN(c5ccccn5)CC4)ccc3c2=O)cc1OC	0	7	2	-4	3	-4	1	-4
COc1cccc(CNC(=O)C(=O)NCCC2CCCCN2S(=O)(=O)c2ccc(C)cc2)c1 (stereo unspecified)	13	7	2	-2	-2	17	23	-22
O=C(O)c1ccc2c(c1)C(=O)N(c1cccc(-c3nc4ccccc4s3)c1)C2=O	-5	3	3	-6	34	-25	7	0
COC(=O)c1c(NC(=O)CCC(=O)O)sc(Cc2ccccc2)c1C	7	-24	0	-8	-1	-34	-3	-1
Cc1ccc(N(Cc2cc3ccc(C)cc3[nH]c2=O)S(=O)(=O)c2ccccc2)c(C)c1	5	-79	0	3	4	-7	24	1
Cc1ccc(-c2nnn(CC(=O)N(CC(=O)NC3CCCCC3)c3ccc(F)c(Cl)c3)n2)o1	7	17	5	-3	6	-18	-12	-5
O=C(CSc1nnc(CN2CCCC2)n1-c1ccc(F)cc1)c1ccc2c(c1)OCO2	4	-35	-1	-5	2	9	19	-11
Cn1cnc([N+](=O)[O-])c1Sc1ncccc1N	7	3	-1	4	6	-6	-3	-16
N#Cc1cc(NC2CCCC2)c([N+](=O)[O-])cc1C#N	1	25	7	-2	-4	-9	13	-15
O=C(NC1CCCCC1)C(c1cccnc1)N(C(=O)c1csnn1)C1CCCC1 (stereo unspecified)	5	18	-2	1	-2	-8	0	-3
CCOc1ccc(C(=S)N2CCN(C)CC2)cc1	2	5	-2	-4	-6	44	-9	2
CCOCCn1ccc2c(OCC(=O)NCCc3ccc(OC)c(OC)c3)cccc2c1=O	4	-73	1	1	-3	12	4	-2
CCN(CCNC(=O)C1CCN(S(C)(=O)=O)CC1)c1ccccc1	7	14	1	-3	-7	4	-7	3
Cc1oc(-c2ccc(Cl)cc2)nc1CN1CCCC(C(=O)NC2CC2)C1 (stereo unspecified)	-2	11	2	-2	-5	2	5	1
Cc1cccc2nc(CSc3nc4[nH]ncc4c(=O)n3-c3cccc(Cl)c3)cc(=O)n12	5	-33	1	-7	0	9	-8	-4
Cc1cc(NC(=O)C(C)SCC(=O)Nc2nnc(CC(C)C)s2)no1 (stereo unspecified)	8	3	0	5	-1	-4	-1	-6
COc1cc(C(=O)NCCC(=O)NCc2ccc3c(c2)OCO3)cc(OC)c1OC	7	5	2	3	-6	-13	-3	-4
COc1ccc([N+](=O)[O-])cc1NC(=O)C1(c2ccc(OC)c(OC)c2)CCOCC1	1	17	-2	7	-9	-2	-2	-10
CC(C)CCn1cnc2c([nH]c3cccc(Cl)c32)c1=O	5	-13	0	1	-2	16	-7	-19
COc1ccccc1N(C(C)=O)c1nc(C)cc(C)c1C#N	-5	19	0	-3	-5	12	-10	-16
CCOC(=O)c1sc2nc(SC)nc(-c3ccc(Cl)cc3)c2c1N	-6	-70	-19	-2	2	2	8	2
CCc1nnc(SCC(=O)N2CCc3ccccc32)n1CC	10	12	1	-11	-6	3	-6	6
Cc1ccc2nc(/C(C#N)=C\c3ccc(Oc4ccc([N+](=O)[O-])cn4)cc3)[nH]c2c1	x	-239	-30	x	-9	-14	x	x
CCOC(=O)c1cc(-c2ccc(OC)cc2OC)nn1-c1ccc(C(=O)O)cc1	2	2	0	5	-13	4	-8	4
CC(C)Oc1ccc(C(=O)O)cc1	10	11	2	-1	-3	-6	4	-26
OCCC1CN(Cc2ccc3nsnc3c2)CCN1C1CCCC1 (stereo unspecified)	9	6	0	-3	-6	3	-1	1
CC1Cc2cc(S(=O)(=O)N3CCC(C(=O)Nc4ccccn4)CC3)ccc2N1C(=O)C1CCC1 (stereo unspecified)	2	19	1	4	-3	-14	11	0
O=C(CSc1ccc(-c2cccnc2)nn1)N1CCCCCC1	10	19	-1	3	-4	-3	-1	-11
O=C(O)c1ccc(-c2ncc[nH]2)cc1	-8	-49	-1	-10	-5	7	3	-20
O=C1N/C(=N/O)S/C1=C/c1cccc([N+](=O)[O-])c1	13	30	1	19	-4	-17	6	57*
O=C(CCc1nnc2ccc(N3CCC4(CC3)OCCO4)nn12)Nc1ccc(F)cc1	-7	-20	0	11	-2	-8	6	-16
COc1cc(NC(=O)c2ccco2)c(OC)cc1NC(=O)CCC(=O)Nc1cc(C)ccc1C	5	-15	0	5	8	13	-10	3
COc1ccccc1OCc1ccc(C(=O)c2ccccc2)cc1	-5	14	-2	4	-1	0	13	40
Oc1nc(-c2ccc(Br)cc2)n2ccncc12	0	-9	-10	2	0	-4	-9	5
COc1cccc(CC(NC(C)=O)C(=O)NC2CCN(c3nnnn3-c3ccccc3)CC2)c1OC (stereo unspecified)	-4	16	2	-2	-6	-8	-1	-20
COc1ccc(C(=O)Nc2nc3ccccc3[nH]2)cc1S(=O)(=O)N1CCCC1	-6	-60	-1	-10	-4	-14	15	-19
CCN(CC(=O)Nc1c(F)cccc1F)C(=O)C1CCN(S(=O)(=O)c2ccccc2C(=O)OC)CC1	x	3	1	x	-4	-15	x	x
OCCN(Cc1ccccc1)CC1CCCCC1	2	5	0	0	1	-14	-20	8
COc1ccc(C(C(=O)NC(C)(C)C)N(Cc2ccc(C)cc2)C(=O)CCC(=O)Nc2cc(C)on2)cc1 (stereo unspecified)	2	14	1	2	-7	3	-3	-5
COc1cc(-c2cc[n+](C)cc2)ccc1O	12	0	1	-12	-5	6	-1	-7
CCOc1ccc(C(=O)NC(C(=O)NCC(c2cccs2)N(C)C)C(C)C)cc1 (stereo unspecified)	7	2	0	-3	1	-6	0	-2
COc1ccc(CC(=O)OCC(=O)Nc2ccc(Cl)c(S(=O)(=O)N(C)C)c2)cc1	0	4	6	5	12	-11	0	-15
CC1CC2(CC(C)(C(=O)CSc3nc4ccccc4s3)OC2=O)C(=O)O1 (stereo unspecified)	1	14	3	7	-4	-8	2	5
CC1=C(C(=O)Nc2cc(C)ccn2)C(c2ccc(C)cc2)C2=C(CCCC2=O)N1 (stereo unspecified)	-7	i	-95	-6	7	-12	9	-5
Cc1ccc2nc(NNC(=O)c3ccc(S(=O)(=O)N4CCc5ccccc5C4)cc3)sc2c1	3	-1	23	-3	-30	-28	10	-13
CC(C)c1ccc(C(=O)COC(=O)C(O)c2ccccc2)cc1 (stereo unspecified)	10	3	3	-11	-6	12	5	-17
COc1cccc(N2CCN(C(=O)C3C4C=CC5(CN(Cc6ccccc6Cl)C(=O)C35)O4)CC2)c1 (stereo unspecified)	-1	12	2	0	-4	13	3	1
CC(Sc1nnc(-c2cccnc2)n1N)C(=O)NCCC1=CCCCC1 (stereo unspecified)	-3	12	1	5	3	-1	2	-13
COc1ccc(CN2CCNC(=O)C2CC(=O)N(C)Cc2nccs2)cc1OC (stereo unspecified)	14	-7	1	-7	3	11	6	-12
Cc1ccc(NC2=CC(=O)CCC2)cc1C	-3	-89	-58	7	-2	13	3	3

Results in SENP1 FRET inh, for some of the entries so far:
smiles | SENP1 FRET inh
CC(C)c1ccc(C(=O)COC(=O)C(O)c2ccccc2)cc1 (stereo unspecified) | 3
COc1cccc(N2CCN(C(=O)C3C4C=CC5(CN(Cc6ccccc6Cl)C(=O)C35)O4)CC2)c1 (stereo unspecified) | 2
CC(Sc1nnc(-c2cccnc2)n1N)C(=O)NCCC1=CCCCC1 (stereo unspecified) | 1
COc1ccc(CN2CCNC(=O)C2CC(=O)N(C)Cc2nccs2)cc1OC (stereo unspecified) | 1
